PLK1 PBD inh = blocks phosphopeptide binding to human PLK1 polo-box domain; actives 2.8% (n = 360,000); AID 720504; Plk1 PBD binding of FITC phosphopeptide, fluorescence polarization; P53350; Potency, µM, inactives show max response, negative = inhibition, most hits filed as inhibitors; further: potency means the concentration at half of the fitted maximal effect; series mostly up to about 57 µM; on the % scale 0 is the no-effect control and ±100 the full control effect; nearly all actives have a fitted effect of over 65% in size
Target sequence (P53350 whole entry, looked up, the tested form may be a part): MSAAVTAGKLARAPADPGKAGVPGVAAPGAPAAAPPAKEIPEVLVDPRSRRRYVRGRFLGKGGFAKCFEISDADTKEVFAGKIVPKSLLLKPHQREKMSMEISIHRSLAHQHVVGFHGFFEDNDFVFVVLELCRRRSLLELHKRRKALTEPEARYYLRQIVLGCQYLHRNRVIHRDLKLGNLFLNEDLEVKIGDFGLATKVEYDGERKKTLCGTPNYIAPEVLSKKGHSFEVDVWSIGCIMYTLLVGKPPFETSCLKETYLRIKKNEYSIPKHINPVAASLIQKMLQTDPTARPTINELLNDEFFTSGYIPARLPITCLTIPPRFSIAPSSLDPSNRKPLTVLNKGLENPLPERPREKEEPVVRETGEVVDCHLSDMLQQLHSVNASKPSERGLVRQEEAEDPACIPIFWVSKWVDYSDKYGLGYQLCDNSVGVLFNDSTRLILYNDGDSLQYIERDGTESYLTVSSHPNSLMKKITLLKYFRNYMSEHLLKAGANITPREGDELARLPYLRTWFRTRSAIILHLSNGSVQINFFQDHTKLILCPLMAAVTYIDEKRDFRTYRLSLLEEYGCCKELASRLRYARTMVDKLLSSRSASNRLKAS
Abeta rescue = A-beta toxicity reversal in yeast | yeast expressing A-beta42, growth rescue, OD600, 48 h; response scale: 0% DMSO, 100% iron-clioquinol control | Potency, µM (doses to about 46.1 µM), inactives show at the top dose growth rescue, usual class: activators | actives 0.063% (n = 410,000) | AID 1347071; further: potency means the concentration at half of the fitted maximal effect; nearly all actives have a fitted effect of over 55% in size
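Yeast growth medium received pinned compounds, then yeast cells expressing toxic A-beta were added; plates incubated at 30 C for 48 hr. Growth read as absorbance at 600 nm, normalized to DMSO and equimolar FeCl3 plus clioquinol controls.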
PI5P4Ka inh = blocks human PI5P4K alpha kinase activity. PI5P4Kalpha enzyme, ADP-Glo luminescence, 60 min; stronger effect = lower value. max response, %. actives 1.2% (n = 330,000); active means max response of -50% or lower; inconclusive means between -30% and -50%; inactive means -30% or higher; further: value at the top dose of about 77 µM; on the % scale 0 is the no-effect control and ±100 the full control effect
Target sequence (P48426 whole entry, looked up): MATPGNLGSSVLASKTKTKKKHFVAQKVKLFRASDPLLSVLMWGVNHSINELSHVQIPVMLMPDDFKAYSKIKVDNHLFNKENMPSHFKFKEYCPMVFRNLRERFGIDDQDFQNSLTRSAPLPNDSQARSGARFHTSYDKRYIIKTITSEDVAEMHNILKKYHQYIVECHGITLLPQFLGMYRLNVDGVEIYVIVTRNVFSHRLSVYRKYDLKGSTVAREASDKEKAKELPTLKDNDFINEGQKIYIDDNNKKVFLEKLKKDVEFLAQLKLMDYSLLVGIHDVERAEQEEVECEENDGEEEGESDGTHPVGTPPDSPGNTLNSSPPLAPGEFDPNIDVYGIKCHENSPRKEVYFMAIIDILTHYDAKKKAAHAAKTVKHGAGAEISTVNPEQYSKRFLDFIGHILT
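Compounds were pin-transferred onto PI5P4Kalpha and substrate in HEPES pH 7.4 buffer with EGTA, CHAPS and 5% DMSO. ATP (5 microM final) started the reaction, which ran 60 minutes at room temperature before ADP-Glo detection.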
FUS yeast rescue = FUS proteinopathy suppression in yeast; S. cerevisiae FUS-expressing, growth rescue, OD600, 24 h; Potency, µM (titrated, usually from 76.6 µM), for inactives: at the highest dose growth rescue (activation), usual class: activators; actives 0.24% (n = 390,000);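 further: potency means the concentration at half of the fitted maximal effect; plate controls were DMSO vehicle for no effect and reference control for full effect; nearly all actives have a fitted effect of over 55% in size; some results filed as inactive show a strong effect at the top dose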
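Yeast FUS proteinopathy model; galactose-induced FUS (2%), starting OD 0.005. Cpds in dilution series, 24hr, 30C, 99% humidity. Abs 600 nm growth. Pos ctrl CP55940 (top 92uM final); neg ctrl DMSO.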
EPAC1 agonist = EPAC1 (human) agonism; EPAC1 agonist qHTS, biochemical assay; response scale: 100% = response to 6.5 mM cAMP; Potency, µM (top dose mostly 154 µM), inactives show at the highest dose activation, hits mostly activators; AID 720707; actives 0.073% (n = 360,000); O95398; further: potency means the concentration at half of the fitted maximal effect; nearly all actives have a fitted effect of over 60% in size
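Normalized to 6.5 mM cAMP, activity reflects EPAC1-catalysed release of BODIPY-GDP from Rap1B, followed kinetically over 30 min at 480 nm excitation, 540 nm emission. Reaction contained 100 nM EPAC1, 250 nM Rap1B-BODIPY-GDP, 50 uM GDP.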
IL2 activator = activates IL-2 in a cell-based reporter assay. IL-2 activation reporter assay, cell-based qHTS; stimulated with anti-CD3/CD4/CD28 beads; in transgenic mouse T cells. activation, % (series mostly up to about 46 µM). AID 652025. actives 0.065% (n = 360,000); in the data active means activation above about 50%; inconclusive means mostly about 30% to 49%; further: 0% is about no effect
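EGFP and DsRed fluorescence is measured by plate cytometry in unstimulated transgenic mouse T cells exposed to compound for 60 minutes, then stimulated 18 hours at 37 degrees C with anti-CD3/anti-CD4 beads plus anti-CD28.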
aSyn rescue = alpha-synuclein toxicity inhibition in yeast | Yeast expressing alpha-synuclein, growth rescue, BacTiter-Glo, 24 h | actives 0.14% (n = 370,000) | Potency, µM (series often up to 46.1 µM), for inactives: at the highest dose growth rescue (activation), hits mostly activators; further: potency means the concentration at half of the fitted maximal effect; % of control where 0% means no effect; nearly all actives have a fitted effect of over 65% in size
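Screening used galactose-induced yeast with toxic alpha-synuclein levels, exposed to compound for 24 hr at 30 deg C. Cell growth, read with BacTiter-Glo luminescence, gave the measured signal.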
WRN helicase inh = WRN helicase (human) inhibition | WRN helicase unwinding, fluorescent forked duplex, kinetic | actives 0.46% (n = 360,000) | Potency, µM (series often up to 114 µM), for inactives: top-dose activity change, negative = inhibition, usual class: inhibitors; further: potency means the concentration at half of the fitted maximal effect; on the % scale 0 is the no-effect control and ±100 the full control effect; nearly all actives have a fitted effect of over 55% in size
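Enzyme (20 nM final) and test compound sit together 15 min at room temperature before substrate addition. Substrate is a single-forked duplex oligonucleotide (100 nM) labelled with fluorophore and quencher, with 2 mM ATP; helicase unwinding raises red fluorescence, read kinetically.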
EPAC1 antagonist = blocks human EPAC1 exchange factor | O95398 | EPAC1 GEF assay, Rap1b-BODIPY-GDP exchange fluorescence | Potency, µM (doses to about 115 µM), without a hit: top-dose activity change, negative = inhibition, most hits filed as inhibitors | actives 0.14% (n = 360,000);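 further: potency means the concentration at half of the fitted maximal effect; plate controls were vehicle for no effect and positive control for full effect; nearly all actives have a fitted effect of over 50% in size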
Starred values were filed as active, the others as inactive; ? = inconclusive; · = not tested or not shown; [ ] = dose if it differs, or a comment. Unless noted, the call rests on the fitted dose curve; in most records, active means well fitted curve in the direction sought with a large enough effect; inconclusive means small, poorly fitted or top-dose-only effect, or another doubt; inactive means no such curve, though single readings can be large; an effect the other way counts as inactive or inconclusive.

SMILES	PLK1 PBD inh	Abeta rescue	PI5P4Ka inh	FUS yeast rescue	EPAC1 agonist	IL2 activator	aSyn rescue	WRN helicase inh	EPAC1 antagonist
CC(=O)Nc1cccc(N2C(=O)CC(N3CCC(C(=O)N4CCCCC4)CC3)C2=O)c1 (configuration not stated)	0%	17%	2	-14%	-6%	-0.2	-1%	-1%	-2%
O=C(CSc1nnc(-c2ccccc2O)o1)NC1CCCCC1	3%	11%	1	2%	3%	-3.0	11%	2%	16%
CCOn1c(-n2nc(C)cc2C)nc2ccccc2c1=O	-12%	4%	-5	2%	0%	-1.0	-5%	1%	7%
Nc1ccc2nc(-c3cc(Cl)c(N)c(Cl)c3)[nH]c2c1	24µM*	-17%	?	18%	7%	-1.1	-7%	?	-1%
COC(=O)c1ccc(-c2ccc(C(c3c(C)[nH][nH]c3=O)c3c(C)[nH][nH]c3=O)o2)cc1	12µM*	15%	?	22%	13%	-2.7	-6%	?	-28%
Cc1ccc(NC(=O)CC2C(=O)OCC3CCCCN32)cc1Cl (configuration not stated)	-12%	-6%	1	-9%	2%	-3.4	-8%	3%	-22%
COc1cc(C(C(=O)NC(C)(C)C)N(C(=O)CNC(=O)c2cccs2)c2ccc(C(C)C)cc2)cc(OC)c1OC (configuration not stated)	-3%	-12%	·	?	9%	0.8	1%	-12%	-8%
CCOc1ccccc1NC(=O)[C@@H](NC(=O)c1cccc(S(=O)(=O)N2CCOCC2)c1)C(C)C	-11%	8%	1	12%	2%	-1.7	2%	-1%	9%
Cc1ccc(C)c(S(=O)(=O)N2CCN(C(=O)Cn3c(=O)cnc4ccccc43)CC2)c1	-5%	7%	3	17%	-9%	0.4	1%	-22%	-20%
CCn1c(=O)n(CC)c2cc(S(=O)(=O)N3CCC(c4ccccc4)CC3)ccc21	-3%	-13%	·	23%	19%	0.6	5%	-14%	-10%
COc1ccc(CCn2c(SCC(=O)Nc3cc(C)on3)nc3ccccc3c2=O)cc1OC	0%	7%	19	·	7%	-0.3	5%	2%	2%
CCN(CC)C(=O)c1[nH]cnc1C(=O)Nc1ccc(C)cc1	-8%	-9%	0	-1%	-12%	0.5	0%	-2%	4%
CC(C)OCC(O)Cn1c(N2CCCC2)nc2c1c(=O)n(C)c(=O)n2C (configuration not stated)	0%	-7%	1	-2%	5%	0.5	5%	-1%	-12%
Cc1csc(NC(=O)CSc2nc3[nH]ncc3c(=O)[nH]2)n1	21µM*	-4%	·	-10%	2%	-0.9	6%	-2%	-26%
Cc1cc(NC(=O)CS(=O)(=O)c2cn(Cc3cccc(Cl)c3)c3ccccc23)no1	-5%	-12%	-4	4%	-7%	-0.8	1%	-13%	-23%
O=c1oc2ccccc2c(Nc2ccc(Cl)cc2)c1[N+](=O)[O-]	-9%	6%	-3	-15%	6%	-0.2	-11%	-1%	-1%
COc1cc2c(cc1OC)C(c1cc3cc(C)ccc3[nH]c1=O)N(C(=O)c1ccco1)CC2 (configuration not stated)	-4%	-11%	3	16%	-3%	-2.8	0%	-4%	-6%
N#Cc1ccc(C(=O)NCCCSc2ccccc2)cc1	3%	6%	-1	-7%	-6%	-0.5	1%	-3%	-10%
Cc1ccccc1NS(=O)(=O)c1cc(C(=O)NCCSC2CCCCC2)ccc1C	-3%	-9%	·	23%	25%	-4.1	0%	-7%	4%
CN(C)S(=O)(=O)c1ccc(Cl)c(NC(=O)COC(=O)c2cc(-c3ccccc3)nc3ccccc23)c1	0%	17%	5	26%	-5%	-3.2	7%	-8%	-9%
O=C(Cn1cc(CCO)nn1)N1CCNCC1	-14%	-11%	0	-13%	-10%	0.5	-5%	10%	-17%
O=C(COC(=O)c1ccc(Cl)c(S(=O)(=O)NCc2ccccc2)c1)NC1CC1	-4%	-8%	1	·	10%	-3.4	-1%	-1%	3%
COc1ccc(C(C)(C)C)cc1NC(=O)COC(=O)c1ncc(Cl)c(Cl)c1Cl	-10%	0%	-6	·	-2%	-2.3	9%	7%	-1%
CN(C(=O)CSc1nc(-c2ccccc2)c(-c2ccccc2)o1)C1CCS(=O)(=O)C1 (configuration not stated)	30µM*	-2%	-5	?	3%	-1.0	16%	5%	3%
N#Cc1ccc(S(=O)(=O)NCC(=O)OCC(=O)NCCc2ccccc2)cc1	-15%	1%	0	6%	17%	-2.4	-3%	2%	15%
O=C(CSC1=NS(=O)(=O)c2cc(Cl)ccc2N1)Nc1cccc(F)c1	-14%	15%	-4	20%	1%	-2.6	1%	-8%	-1%
Cc1ccc(NC(=S)N2CCN(S(C)(=O)=O)CC2)cc1Cl	-10%	-8%	1	11%	8%	-0.3	8%	-23%	-17%
N#C/C=C\Oc1ccc(Cl)cc1N	-14%	-17%	-2	·	8%	0.4	-7%	-4%	-28%
Cc1cc(Nc2ccc(N3CCOCC3)cc2)c2cccc(C)c2n1	-9%	7%	5	8%	1%	0.1	-11%	?	10%
Clc1ccc(OCCCCCN2CCCC2)c(Br)c1	2%	-7%	16	4%	-1%	-5.1	3%	-11%[57.1 µM]	-14%
C=CCn1c(C(C)NC(=O)CCC)nc2ccccc21 (configuration not stated)	0%	13%	·	-22%	2%	3.1	-7%	-10%	-7%
CC(=O)c1ccc(N2CCN(S(=O)(=O)c3ccc4c(c3)NC(=O)CO4)CC2)cc1	-4%	-2%	0	9%	8%	-2.3	0%	-3%	?
COc1ccccc1N(CC(O)CN1C(=O)NC(C)(C)C1=O)S(=O)(=O)c1ccc(C)cc1 (configuration not stated)	-5%	26%	1	11%	5%	0.8	-4%	1%	-6%
CC(C(=O)Nc1ccccc1)N1CCN(c2ccccn2)CC1 (configuration not stated)	3%	-5%	-2	-23%	-10%	1.4	0%	-3%	-3%
O=C(N/N=C\c1ccc(-c2cccc(Cl)c2)o1)C(=O)NC1CCCC1	-4%	-5%	2	12%	8%	-0.2	1%	10%	0%
CCc1ccc(C(=O)NNC(=O)CN2C(=O)NC3(CCCC3)C2=O)cc1	0%	-12%	-3	-11%	4%	0.1	0%	4%	-8%
COc1cc(C(=O)NC2CCN(Cc3nnnn3Cc3cccs3)CC2)cc(OC)c1OC	-3%	17%	3	15%	3%	1.7	5%	1%	-19%
Fc1ccccc1CSc1nnc(-c2cccnc2)o1	-8%	3%	-9	-21%	-1%	1.5	-2%	-5%	-3%
CC(=O)Nc1ccc(NC(=O)c2oc3cc(C)c(C)cc3c2C)cc1	-16%	-26%	6	1%	-28%	-2.3	-3%	1%	-24%
CN(C)S(=O)(=O)n1cnc(C(CCO)c2ncn(S(=O)(=O)N(C)C)c2CCCO)c1 (configuration not stated)	3%	-3%	0	-2%	7%	-0.7	-1%	3%	5%
COc1cc(NS(=O)(=O)c2ccc(C)cc2)ccc1-n1cnnn1	-2%	-2%	·	7%	-1%	-0.5	1%	-7%	6%
COc1cccc(CC(NC(C)=O)C(=O)NC2CCN(C(=O)NCc3ccccc3)CC2)c1 (configuration not stated)	2%	7%	-6	-9%	1%	-1.3	7%	-6%	-6%
COc1ccc(NS(=O)(=O)c2cc(NC(=O)CC(=O)c3ccc([N+](=O)[O-])cc3)ccc2C)cc1	0%	2%	-29	32%	-15%	-2.0	-1%	-1%	-19%
CCOC1=C/C(=C/c2c(N)n3nc(-c4ccccc4)sc3nc2=O)C=CC1=O	20%	-7%	-83*	?	0%	6.7	-3%	?	?
CCN(CC)S(=O)(=O)c1cc(NS(=O)(=O)c2cccc(Cl)c2)ccc1C	-1%	15%	2	22%	-8%	0.7	2%	-21%[57.1 µM]	0%
O=C1CN(c2ccc(Br)cc2)C(=O)N1CC(=O)N1CCCc2ccccc21	-5%	-7%	·	-15%	18%	-3.1	-2%	-14%[57.1 µM]	-16%
CC(C)Cc1cc(C(=O)N2CCN(c3ccc(F)cc3)CC2)no1	3%	-4%	4	3%	-10%	0.2	8%	0%	1%
O=C(Nc1cccc(Cl)c1)Nc1nnc(-c2ccncc2)s1	-6%	9%	-60*	-20%	8%	1.6	-8%	-11%	1%
CC(=O)Nc1ccc(NC(=O)CSc2ccc(-c3ccc(-n4ccnc4)cc3)nn2)cc1	0%	-8%	-8	16%	6%	-0.1	2%	-1%	-21%
S=C(Nc1ccc(Cl)cc1)NC1CCN(Cc2ccccc2)CC1	4%	15%	1	·	-1%	-1.0	10%	-12%	-4%
Cc1ccc(S(=O)(=O)N2CCCC(C(=O)NCc3ccccn3)C2)cc1 (configuration not stated)	-8%	9%	-3	-4%	0%	-2.6	-3%	2%	6%
O=c1c2c3c(sc2n2c(=S)[nH]nc2n1-c1ccccc1)CCC3	-26%	15%	-19	-7%	10%	-1.5	1%	-10%	3%
Cn1c(N)c(C(=O)COC(=O)CCc2nc3ccccc3s2)c(=O)n(C)c1=O	-4%	-13%	5	16%	-11%	2.0	1%	1%	7%
Cc1cccc(CN2CCC(n3nccc3NC(=O)CCCc3ccccc3)CC2)n1	-1%	-14%	-9	·	-14%	0.1	3%	1%	9%
O=C1NC2(C=Cc3c(ccc4ccccc34)O2)Oc2ccccc21 (configuration not stated)	-7%	-6%	-23	11%	16%	-3.8	10%	-9%	15%
O=C(Nc1nc(-c2ccccn2)cs1)c1ccc(-c2ccccc2F)o1	-10%	-80%[inhibitor]	-15	17%	8%	1.7	-50%[inhibitor]	5%	2%
CC12CCC(=O)C=C1CCCC2=O (configuration not stated)	-12%	-6%	-2	7%	0%	-0.7	3%	-3%	-20%
CCCn1nnc(NC(=O)C(C)C)n1	-7%	4%	-3	-21%	19%	0.3	-4%	6%	7%

Source: PubChem BioAssay

Not a hit list; about 4.1% have a hit in one of these screens.
